# HT1080 IDH1KD tx – qHTS for induction of synthetic lethality in tumor cells producing 2HG: qHTS for the HT-1080-IDH1KD cell line; HT-1080 IDH1 knockdown viability, ATP luminescence, 48 h; Potency, µM (doses to about 46.1 µM), for inactives: at the highest dose activity, negative = toxicity, hits mostly cytotoxic; 360,000 compounds, 2% hits;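 also: potency is read from the fitted curve at half-maximal effect; 0% = DMSO wells and -100% = cell-free medium wells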
#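 Assay cells: HT-1080 with IDH1 knockdown, 750 per well, RPMI/5% FBS. Exposure: 48 h at 37 °C following 2 h pre-incubation. Read: CellTiter-Glo luminescence; fitted concentration-response, curve class assigned.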
# SW480 rerep – A quantitative high throughput screen for small molecules that induce DNA re-replication in SW480 colon adenocarcinoma cells | SW480 DNA re-replication, Hoechst DNA content imaging, 48 h | Potency, µM (doses to about 46.1 µM), for the others: at the top dose re-replication activation, hits mostly activators | 340,000 compounds, 1.8% hits; also: potency is read from the fitted curve at half-maximal effect; % of control where 0% means no effect; nearly all actives have a fitted effect of over 55% in size
#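 Quantitative HTS format with DMSO vehicle controls; 48 hr drug incubation at 37 C, then 40 min Hoechst staining and scanning imager measurement at 405 nm excitation.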
# ATXN2 expr inh – Primary qHTS for Inhibitors of ATXN expression. AID 1745845, 2022. 360,000 compounds, 0.72% hits. HEK-293 ATXN2-luciferase reporter, luminescence, 24 h. Potency, µM (titrated, usually from 57 µM), for the others: at the highest dose activity change, negative = inhibition, actives largely listed as inhibitors; also: potency is read from the fitted curve at half-maximal effect; % is scaled to controls: 0 for no effect and ±100 for the full control effect; nearly all actives have a fitted effect of over 55% in size
#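 qHTS (up to 57 uM final) was run with 24 h compound exposure of reporter cells at 37 °C. Each well was multiplexed: SteadyGlo luminescence measured ATXN2-luciferase expression after a fluorogenic Gly-Phe-AFC viability readout (25 uM final).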
# MCF10A rerep – A quantitative high throughput screen for small molecules that induce DNA re-replication in MCF 10a normal breast cells; Potency, µM (highest dose often 46.1 µM), without a hit: at the highest dose activity, positive = re-replication, hits mostly activators; MCF 10A DNA re-replication, Hoechst nuclear intensity, 48 h; 350,000 compounds, 2.9% hits; AID 624296, 2012; also: potency is read from the fitted curve at half-maximal effect; % of control where 0% means no effect; nearly all actives have a fitted effect of over 50% in size
# HT1080-NT tox – qHTS for induction of synthetic lethality in tumor cells producing 2HG: qHTS for the HT-1080-NT fibrosarcoma cell line; HT-1080-NT fibrosarcoma viability, CellTiter-Glo ATP luminescence, 48 h; Potency, µM (titrated, usually from 46.1 µM), without a hit: top-dose activity, negative = less viability, actives largely listed as cytotoxic; 360,000 compounds, 1.6% hits; AID 686970, 2013;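 also: NT is the 2HG producing partner of a matched IDH1 knockdown line; potency is read from the fitted curve at half-maximal effect; 0% = DMSO-treated cells and -100% = media-only wells without cells; nearly all actives have a fitted effect of over 55% in size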
#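 Fibrosarcoma NT cells, 750 per well in 5% FBS RPMI, were exposed to compound for 48 hours. Viability: CellTiter-Glo luminescence.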
# KB-V1 MDR tox – qHTS assay for MDR1-selective chemotherapeutics: Primary screen using the drug-selected MDR subline cells KB-V1. Potency, µM (series often up to 46.1 µM), for the others: at the highest dose activity change, negative = cytotoxicity, most hits filed as cytotoxic. AID 1347076, 2019. 400,000 compounds, 3.4% hits. KB-V1 MDR cells viability, CellTiter-Glo, 72 h; also: potency is read from the fitted curve at half-maximal effect; % is scaled to controls: 0 for no effect and ±100 for the full control effect; nearly all actives have a fitted effect of over 60% in size
#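 qHTS viability screen in drug-selected KB-V1 MDR cells: 72 h compound treatment at 37 degrees C, ATP luminescence end point.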
# KB-3-1 cytotox – qHTS assay for MDR1-selective chemotherapeutics: Primary screen using the parental adenocarcinoma cell KB-3-1. 400,000 compounds, 1.4% hits. KB-3-1 viability, CellTiter-Glo ATP luminescence, 72 h. Potency, µM (titrated, usually from 46.1 µM), inactives show top-dose activity change, negative = cytotoxic, usual class: cytotoxic; also: potency is read from the fitted curve at half-maximal effect; % is scaled to controls: 0 for no effect and ±100 for the full control effect; nearly all actives have a fitted effect of over 60% in size
#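 Cytotoxicity measured as CellTiter-Glo luminescence after 72 h at 37 C. Compound titrations were pinned onto drug-naive KB-3-1 parental adenocarcinoma cells grown in DMEM with 10% FBS, and normalized data fitted to concentration-response curves.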
# IL-1B inflam inh – qHTS for Inhibitors of Inflammasome Signaling: IL-1-beta AlphaLISA Primary Screen. THP-1 LPS/ATP IL-1B secretion, AlphaLISA, 16 h; hits give low values. activity change, % at 57.5 µM. 360,000 compounds, 4.7% hits; in the data active = activity change below about -50%; inconclusive = mostly about -30% to -49%; also: % is scaled to controls: 0 for no effect and ±100 for the full control effect
#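 THP-1 cells pretreated 1 hr with compounds (up to 57.5 uM final), then stimulated with LPS (250 ng/mL final) plus ATP (1.25 mM final); secreted IL-1B measured by AlphaLISA after 16 hr, decreased signal indicating inhibition.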
# S2 tox – Viability Counterscreen for Primary qHTS for Inhibitors of ATXN expression; Potency, µM (titrated, usually from 56.7 µM), hits mostly cytotoxic; AID 651635, 2014; 400,000 compounds, 0.49% hits; S2 cells (HEK-293 line with an ATXN2-luciferase reporter) viability, CellTiter-Fluor protease fluorescence, 24 h; also: potency is read from the fitted curve at half-maximal effect; nearly all actives have a fitted effect of over 40% in size
# Starred values were filed as active, the others as inactive; i = inactive; ? = inconclusive; . = not tested or not shown; & = joins results of further samples; [ ] = another dose, or the depositor's remark. Unless noted, calls follow the shape of the dose curve; as a rule, active = well fitted curve in the direction sought with a large enough effect; inconclusive = small, poorly fitted or top-dose-only effect, or another doubt; inactive = no such curve, though single readings can be large; an effect the other way counts as inactive or inconclusive.
Structure,IL-1B inflam inh,HT1080-NT tox,SW480 rerep,KB-V1 MDR tox,HT1080 IDH1KD tx,ATXN2 expr inh,S2 tox,MCF10A rerep,KB-3-1 cytotox
Cc1cccc(NC(=O)CN(CC2CCCO2)C(=O)c2oc3ccccc3c2C)c1C (stereo unspecified),12,1%,6%,-16%,-7%,7%,i,?,-5%
Cc1ccc(O)c(C(=O)CC(=O)c2ccc(Cl)cc2)c1,0,?,?,-7%,?,-28%,?,?,?
COc1cc2ccccc2cc1C(=O)Nc1ccccc1N1CCN(S(C)(=O)=O)CC1,-15,3%,-4%,4.1µM*,-13%,7%,i,1%,-8%
CCc1ccc(-c2nc(CSCC(=O)NCc3ccco3)c(C)o2)cc1,-7,?,9%,?,-20%,?,i,?,0%
CCN1C(=NCc2ccco2)N[C@@H](c2cccc(C(F)(F)F)c2)C(C(=O)OC)=C1C,0,-3%,-5%,-4%,-12%,-22%,?,?,-8%
Cc1ccccc1NC(=O)c1nn(-c2ccc(F)c(F)c2)ccc1=O,?,3%,-9%,2%,11%,4%[11.3 µM],i,-2%,18%
CC(=O)Nc1ccc(S(=O)(=O)N2CCSCC2)cc1,10,12%,?,-5%,10%,4%,i,?,-6%
CC(C)(C)OC(=O)N1CCC(c2c(C(=O)NC3CCCCC3)cnn2-c2cccc(F)c2)CC1,.,.,.,13%,.,-4%,i,.,2%
Cc1cc(NCc2cccnc2)nc(N)n1,-8,3%,-12%,1%,17%,3%,i,-9%,12%
O=C(NCc1ccc(Cl)cc1)c1cccc(S(=O)(=O)N2CCCC2)c1,0,-4%,3%,0%,-1%,-9%,i,-3%,-29%
N=c1oc2ccccc2cc1C(=O)Nc1cccc(F)c1,16,-1%,?,19%,3%,68%[activator],i,?,-13%
CN1C(=O)S/C(=C/c2cccnc2)C1=O,-3,16%,-7%,-4%,-5%,-7%,i,1%,-2%

# The last 2 entries of the section before lead into the next:
Structure,IL-1B inflam inh,HT1080-NT tox,SW480 rerep,KB-V1 MDR tox,HT1080 IDH1KD tx,ATXN2 expr inh,S2 tox,MCF10A rerep,KB-3-1 cytotox
N=c1oc2ccccc2cc1C(=O)Nc1cccc(F)c1,16,-1%,?,19%,3%,68%[activator],i,?,-13%
CN1C(=O)S/C(=C/c2cccnc2)C1=O,-3,16%,-7%,-4%,-5%,-7%,i,1%,-2%
Cc1cccc(C(=O)NN(C)c2nc(-c3ccccc3)nnc2C(F)(F)F)c1,5,3%,-1%,-13%,1%,-7%,i,496%[0.0737 µM],-7%
COC(=O)CCC(=O)Nc1ccc(S(=O)(=O)Nc2nc(C)cc(C)n2)cc1,0,-4%,-2%,1%,4%,2%,i,0%,5%
COc1ccc(-c2noc3c2-c2nc(-c4cccc(C)c4)sc2CC3)cc1,0,8%,-11%,-5%,12%,9%,i,-7%,5%
Oc1ccc(N=Cc2ccc(OCc3ccccc3)cc2)cc1,24,?,?,11%,?,.,?,?,-14%
CCCNC(=O)C1Cc2cc(S(=O)(=O)N3CCCC3)ccc2N1C(C)=O (stereo unspecified),-17,-1%,-5%,18%,16%,-3%,i,5%,0%
Cc1cc(=O)n2nc(N3CCCC(C(=O)NCc4cccc(Br)c4)C3)sc2n1 (stereo unspecified),-13,-1%,-8%,-5%,4%,0%,i,-2%,13%
O=C(CSc1nc2cc(Cl)ccc2o1)NC1CC1,-17,2%,-1%,-14%,0%,.,i,-3%,3%
O=C(C1CCN(S(=O)(=O)c2ccc(F)cc2)CC1)N1CCOCC1,8,0%,-1%,-11%,2%,-3%,i,12%,3%
C=CCNC(=O)c1onc(CCl)c1C(=O)OC,110,?,?,?,26µM*,2%,?,18µM*,?
O=C(Nc1ccc(CN2CCOCC2)cc1)c1cc2ccccc2o1,-11,-5%,0%,?,17%,7%,i,-4%,-5%
COc1ccc(N2CC(C(=O)Nc3ccccc3N3CCCC3)CC2=O)c(OC)c1 (stereo unspecified),17,?,21µM*,?,23µM*,-3%,i,?,7.3µM*
COc1ccc(CC(=O)N(CCC2=CCCCC2)c2c(N)n(Cc3ccccc3)c(=O)[nH]c2=O)cc1OC,-21,-9%,15%,24%,0%,1%,i,?,-22%
CSc1nc(-c2ccco2)nn1C(=O)c1ccco1,20,0%,-10%,-3%,-1%,6%,i,-3%,1%
COc1cccc(OCC(=O)Nc2ccccc2NC(C)=O)c1,16,5%,-3%,14%,-9%,2%,?,-2%,24%
CC(C)CN1C(=O)c2ccccc2C1(O)Cc1ccccc1 (stereo unspecified),10,3%,3%,-8%,4%,-2%,i,?,5%
COc1ccccc1NC(=O)Cn1cncc1-c1ccc([N+](=O)[O-])cc1,44,8%,1%,0%,8%,-28%,?,?,-11%
COC(=O)CSc1ncnc2c(C)csc12,-13,12%,-4%,14%,5%,17%,i,1%,5%
Cc1noc(C)c1C(=O)Nc1ccc2c(c1)CCC2,-14,-1%,?,?,-3%,12%,i,1%,-7%
O=C(O)CCc1ccc(-c2cccs2)n1NC(=O)c1ccccc1Br,19,-1%,-4%,?,4%,3%,i,-2%,3%
COc1ccc(C(=O)O/N=C(/c2cccs2)C(C)(C)C)cc1,15,1%,-5%,21%,-1%,.,?,0%,2%
O=C(Nc1ccc(N2CCCCCC2)cc1)c1ccc[nH]1,-17,-6%,-4%,-1%,0%,.,i,-2%,-14%
O=c1[nH]c2ccccc2c(O)c1O,-92*,18µM*,-31%[inhibitor],?,?,-16%,i,-1%,?
C=CC[C@@]12C=C(OC)C(=O)C(OC)=C1O[C@H](c1ccc3c(c1)OCO3)[C@H]2C,-13,15%,-2%,7%,12%,4%,i,-1%,0%
Cc1ccccc1CSc1nccn1-c1ccccc1,-20,-3%,18%,-2%,1%,-15%,i,9%,0%
Cc1ccc(CNS(=O)(=O)c2ccc(C(=O)N(C)C)s2)cc1,.,.,.,?,.,-4%,i,.,-2%
CCOc1ccc(-c2cc(C(=O)N3CCCC3)c3ccccc3n2)cc1,1,-6%,-3%,.,21%,16%,i,-3%,.
CCOC(=O)N1CCN(c2c(NCCCN(CC)c3cccc(C)c3)c(=O)c2=O)CC1,-15,0%,-3%,?,-21%,2%,i,-5%,?
COC(=O)c1ccccc1NC(=O)NCc1ccccc1,-3,-2%,3%,5%,-1%,.,i,5%,-6%
COc1ccccc1CN(C)C[C@H]1OCc2cnnn2CCCC(=O)N([C@H](C)CO)C[C@@H]1C,23,3%,.,-18%,3%,3%,i,.,-4%
COc1cccc(-c2coc3cc4oc(=O)c(CC(=O)O)c(C)c4cc23)c1,19,-1%,-3%,16%,0%,.,i,?,0%
CC(=O)Nc1ccc(C2=NN(Cc3nnc(-c4ccccc4)o3)C(=O)SC2)cc1,-9,-1%,12%,-13%,-3%,0%,i,1%,0%
NC(=O)NC(=O)COC(=O)c1cccc(NS(=O)(=O)/C=C/c2ccccc2)c1,-21,3%,-6%,10%,3%,-11%,i,-3%,-3%
O=C(c1cccc(F)c1)N1CCN(c2cccc(C(F)(F)F)c2)CC1,-27,-5%,5%,0%,-13%,87%[activator],i,-1%,?
CCOC(=O)Cc1nnc(NC(=O)c2ccccc2OC)s1,-14,17%,-4%,8%,2%,6%,i,-2%,-7%
Cc1ccc(C)c(Cn2nc(-c3cc(C)ccc3C)ccc2=O)c1,?,?,116%,?,18µM*,?,i,?,-1%&-15%
CCN(c1ccccc1)S(=O)(=O)c1cccc(C(=O)NCC(c2ccc(F)cc2)N2CCOCC2)c1 (stereo unspecified),-25,-10%,-47%[inhibitor],-6%,-7%,-17%,i,6%,-7%
Cc1ccc(C(=O)CC(=O)c2cc(Cl)ccc2O)cc1,43,?,?,0%,?,-26%,i,?,-27%
COc1ccc(-n2c(CSc3nc(C)cc(C)n3)nnc2SCC(=O)Nc2nccs2)cc1,1,17%,-3%,7%,12%,114%[activator],i,0%,-9%
COc1cc(CNC(=O)Nc2cccn3nc(COCCO)nc23)cc(OC)c1OC,-6,-1%,.,9%,27%,6%,i,.,0%
C#CCOCCOCCOCCNc1nc(N2CCN(C(=O)Cn3cc(CCO)nn3)CC2)nc(N2CCN(C(=O)[C@H](C(C)C)n3cc(CCO)nn3)CC2)n1,14,8%,-1%,0%,0%,8%,i,2%,0%
O=C(Nc1ccc(N2CCOCC2)nc1)c1ccc(F)cc1,3,17%,1%,1%,16%,15%,i,1%,15%
COc1ccc(CCNC(=O)NS(=O)(=O)c2ccc(C)cc2)cc1OC,-1,17%,-5%,?,12%,-5%,i,-21%,-2%
CCOc1ccc(C(C)=O)cc1COc1ccc(C)nc1[N+](=O)[O-],11,-9%,-5%,?,-6%,-10%,i,6%,-12%
O=C(CN(Cc1ccco1)C(=O)c1ccc([N+](=O)[O-])cc1)Nc1ccccc1C(F)(F)F,-18,0%,28%,-4%,-13%,.,i,11%,1%
CCSC(=S)c1c(C)[nH]n(-c2ccccc2)c1=O,-22,?,-10%,0%,?,?,?,-1%,?
CCCC(C)NC(=O)COC(=O)c1ccc2c(c1)C(=O)N(Cc1ccco1)C2=O (stereo unspecified),-13,?,12%,-6%,0%,1%,i,-2%,-8%

# Bioassay records as filed in PubChem BioAssay.
